Screening results (PubChem BioAssay)
All columns: NCI-60 one-dose screen, growth in % after 48 h at 10 µM unless noted; 100 = growth as untreated, 0 = no growth, -100 = all killed.
A498 = A498 renal cancer cells; 76,000 compounds, 5.4% hits
ACHN = ACHN renal cancer; AID 1794771; 81,000 compounds, 4.9% hits
CAKI-1 = CAKI-1 renal cancer; 75,000 compounds, 4.7% hits; AID 1794772
PC-3 = PC-3 prostate cancer cells; 80,000 compounds, 3.9% hits
786-0 = 786-0 renal cancer cells; 81,000 compounds, 5.1% hits; AID 1794775
UO-31 = UO-31 renal cancer; 81,000 compounds, 5.2% hits; AID 1794768
TK-10 = TK-10 renal cancer cells. 81,000 compounds, 3.9% hits
RXF 393 = RXF 393 renal cancer cells | 77,000 compounds, 6.9% hits | AID 1794773
SN12C = SN12C renal cancer cells; 81,000 compounds, 3.8% hits
* = called active by the depositor; . = no result given; & = joins results of further samples. Rule for the calls: active = growth percent below 10; inactive = the rest.

SMILES | A498 | ACHN | CAKI-1 | PC-3 | 786-0 | UO-31 | TK-10 | RXF 393 | SN12C
O=C(O)C1C(C(=O)O)C2(Cl)C(Cl)=C(Cl)C1(Cl)C2(Cl)Cl (stereo not given) | 101&102 | 100 | 116 | 101&92 | 99&111 | 92&73 | 107&116 | 130&103 | 101&103
CN1C[C@H](C(=O)N[C@]2(C)O[C@@]3(O)C4CCCN4C(=O)[C@H](Cc4ccccc4)N3C2=O)C=C2c3cccc4[nH]cc(c34)C[C@H]21 (stereo not given in full) | 77 | 73 | 63 | 59 | 117 | 57 | 96 | 85 | 77
Cc1ccc(Nc2nc(-c3ccccc3)c[se]2)cc1 | 74 | 85 | 63 | 100 | 92 | 49 | 102 | . | 87
CSc1nc(N)nc2nc(NN)nn12 | 108 | 95 | 85 | 95 | 104 | 84 | 107 | 113 | 99
COc1ccc(C2=N[C@@H](Cc3ccccc3)C(=O)Nc3ccsc32)cc1 | 36 | 56 | 51 | 59 | 67 | 57 | 70 | 34 | 54
O=C(/C=C/c1cccc(Br)c1)c1nc2ccccc2n1Cc1ccc(Br)cc1 | 81 | -30* | 17 | 0.9* | -79* | -57* | 10 | -81* | -10*
C/C(=C\c1ccn(-c2ccc(N)c(C(F)(F)F)c2)n1)[C@@H]1C[C@@H]2O[C@]2(C)CCC[C@H](C)[C@H](O)[C@@H](C)C(=O)C(C)(C)[C@@H](O)CC(=O)O1 | 23 | 46 | 52 | 16 | 27 | 33 | 53 | 8.0* | 41
CC1(C)N=C(N)N=C(N)N1c1ccc(OCC(=O)Nc2cccc(S(=O)(=O)F)c2)cc1 | 100 | 95 | 94 | 39 | 99 | 82 | 100 | 88 | 99
OCCN1CCN(c2ccccc2)CC1 | 95 | 101 | 67 | 89 | 101 | 89 | 109 | 91 | 100
O=C(CCCN1CCC(n2c(=O)[nH]c3ccccc32)CC1)c1ccc(F)cc1 | 125 | 108 | 112 | 109 | 94 | 80 | 130 | 131 | 112
C=CC(O)CN1CC1 (stereo not given) | . | 110 | 115 | 101 | 107 | 101 | 105 | 115 | 102
COc1ccc(C=O)cc1OC | 64&99 | 104&112 | 89&103 | 95&97 | 98&103 | 92&94 | 104&105 | 109&113 | 105&112
O=C1CN(O)C(c2ccccc2)=c2cc(Cl)ccc2=N1 | 110&111 | 106&104 | 99&113 | 91&95 | 99&99 | 82&98 | 100&111 | 106&108 | 112&101
Nc1ccc(CCNS(=O)(=O)c2ccc(S(=O)(=O)F)cc2)cc1 | 106 | 106 | 92 | 99 | 101 | 92 | 115 | 94 | 103
O=P(Oc1ccc(OP(=O)(N2CC2)N2CC2)cc1)(N1CC1)N1CC1 | 120 | . | . | 85 | 103 | 72 | 82 | 112 | 99
O=C(CBr)OCCCl | 111 | 103 | 94 | 96 | 98 | 96 | 105 | 102 | 98
NN=C1C(Cl)=C(Cl)C(Cl)=C1Cl | 113 | 103 | 98 | 99 | 102 | 93 | 117 | 93 | 91
Nc1nc(N)c(-c2ccc(Cl)cc2)c(COc2ccc(NC(=O)Nc3cccc(S(=O)(=O)F)c3)cc2)n1 | 106 | 98 | 96 | 87 | 89 | 80 | 116 | 91 | 97
N#CC(NC(=O)CCl)=C(Cl)Cl | 63 | -89* | -99* | 38 | -72* | -40* | -13* | -78* | 29
N#CC(C#N)=Cc1cccc(F)c1 | 102 | 106 | 100 | 100 | 103 | 96 | 104 | 110 | 101
Cc1c(O)c(CN(CCCl)CCCl)cc(CN(CCCl)CCCl)c1O | 92 | 43 | 18 | 66 | 100 | 70 | 100 | 98 | 73
C[C@]12C[C@H](c3ccoc3)OC(=O)[C@H]1CC[C@@]1(C)[C@@H]2[C@H]2C=C[C@]1(O)C(=O)O2 | 105 | 108 | 82 | 75 | 92 | 88 | 89 | 102 | 98
CC[C@H](C)[C@H](NC(=O)NC(C)(C)C)C(=O)N(C)[C@H](C[C@@H](OC(C)=O)c1nc(C(=O)N[C@@H](Cc2ccccc2)C[C@H](C)C(=O)OC)cs1)C(C)C | -10* | 23 | 22 | 11 | -7.5* | 45 | 50 | 33 | 12
c1ccc2c(c1)OCC(C1=NCCN1)O2 (stereo not given) | 96 | 94 | 113 | 99 | 120 | 73 | 101 | 117 | 99
CC(C)SP(=S)(SC(C)C)SC(C)C | 68 | 104 | 96 | 98 | 96 | 94 | 86 | 97 | 103
CC(C)(C)OOC(=O)/C=C\C(=O)OOC(C)(C)C | 109 | 108 | 127 | 95 | 108 | 103 | 101 | 105 | 97
OC(Cc1nc2ccccc2s1)C(Cl)(Cl)Cl (stereo not given) | 75 | . | . | 85 | 101 | 59 | 96 | 109 | 91
CC1(C)N=C(N)N=C(N)N1c1cccc(CCCCc2ccc(S(=O)(=O)F)cc2Cl)c1 | 88 | 100 | . | 51 | 41 | 102 | 67 | 69 | 44
CNc1nn[nH]n1 | 117 | 106 | 109 | 104 | 110 | 99 | 124 | 117 | 110
O=[N+]([O-])c1cc([As](=O)(O)O)ccc1O | 131 | 103&95 | 93 | 95&95 | 108&98 | 84&91 | 111&100 | 115&106 | 101&100
O=S(OCC(Cl)(Cl)Cl)OCC(Cl)(Cl)Cl | 106 | 108 | 111 | 100 | 101 | 82 | 102 | 103 | 104
C=CC1CC=CCC1 (stereo not given) | 87 | 103 | 93 | 101 | 105 | 78 | 92 | 102 | 92
COC[C@@H]1C[C@@]2(C)[C@@H](CC[C@@H]3[C@@H]2CC[C@@]2(C)[C@H]3CC[C@]2(C)O)CC1=O | 111 | 93 | 94 | 97 | 95 | 91 | 85 | 105 | 107
Nc1ccc(Cl)cc1 | 103 | 108 | . | 86 | 98 | 95 | 92 | 105 | 95
CCC1(c2ccccc2)C(=O)NC(=S)NC1=O | 112 | 100 | 102 | 100 | 113 | 85 | 98 | 104 | 94
CCc1ccccc1-n1c(C)nc2ccccc2c1=O | 102 | 98 | 98 | 79 | 106 | 85 | 101 | 118 | 102
CNC(=O)Oc1c(Cl)cccc1SSc1cccc(Cl)c1OC(=O)NC | 94 | 96 | 96 | 91 | 108 | 76 | 108 | 120 | 100
CN1C(=O)C[N+]([O-])=C(c2ccccc2)c2cc(Cl)ccc21 | 94 | 102 | 96 | 93 | 100 | 76 | 108 | 120 | 95
COc1cc(OC)c(S(=O)(=O)N(CCCl)CCCl)cc1C1=NN(C=O)C(c2ccc(Cl)cc2)C1 (stereo not given) | 94 | 99 | 83 | 59 | 83 | 55 | 113 | 84 | 92
Nc1nc(N)c(-c2ccc(Cl)c(Cl)c2)c(/C=C/c2ccc(S(=O)(=O)F)cc2)n1 | 88 | 68 | 84 | 65 | 77 | 75 | 87 | 91 | 93
CCOC(=O)N(N=O)c1ccccc1 | 105 | 108 | 111 | 112 | 96 | 90 | 111 | 110 | 102
CCC(C)c1cnc(CC(C)C)c(=O)n1O (stereo not given) | 97 | 118 | 95 | 93 | 107 | 76 | 113 | 106 | 99
[Br][Pb]([c]1ccccc1)([c]1ccccc1)[c]1ccccc1 | -100* | -93* | -100* | -81* | -96* | -100* | -100* | -83* | -84*
Cc1cc([N+](=O)[O-])c(O)c([N+](=O)[O-])c1C | 106 | 102 | 97 | 98 | 106 | 94 | . | . | 108
CC[C@H](C)[C@H](NC(=O)CN(C)C)C(=O)N(C)[C@H](C[C@@H](OC(C)=O)c1nc(C(=O)NC23CC(C(=O)OC)(C2)C3)cs1)C(C)C | 9.1* | 47 | 52 | 26 | 26 | 50 | 44 | 8.4* | 31
Fc1ccccc1CCl | 102 | 98 | 103 | 96 | 108 | 82 | 108 | 118 | 89
c1ccc(C2CN2C2CCCCC2)cc1 (stereo not given) | 57 | 104 | 102 | 97 | 102 | 95 | 111 | 102 | 98
COc1cc2c(O[C@@H]3OC[C@H](O)[C@H](O)[C@H]3O)c3c(c(-c4ccc5c(c4)OCO5)c2cc1OC)C(=O)OC3 | 15 | 68 | . | 67 | 79 | 82 | . | 54 | 56
C=C(C)[C@H]1CN[C@H](C(=O)O)[C@H]1CC(=O)O | 104 | 101 | 99 | 102 | 87 | 89 | 104 | 119 | 101
O=C([O][Hg][CH2]C1OCCOC1[CH2][Hg][O]C(=O)c1ccccc1)c1ccccc1 (stereo not given) | 132 | -99* | -95* | 70 | 79 | -95* | -99* | -90* | 76
NC(Cc1cccc(NP(=S)(N2CC2)N2CC2)c1)C(=O)O (stereo not given) | 117 | 94 | . | 98 | 119 | 70 | 123 | 119 | 105
O=c1oc2ccc(-c3ccc(F)cc3F)cc2c(=O)n1-c1ccc([N+](=O)[O-])c(C(F)(F)F)c1 | 92 | 109 | 88 | 101 | 88 | 83 | 93 | 109 | 95
COC(=O)C1C2c3ccccc3C(c3ccccc32)C1C(=O)OC (stereo not given) | 87 | 97 | 95 | 82 | 104 | 79 | 99 | 105 | 105
CCCC(OC(C)=O)P(=O)(OCC)OCC (stereo not given) | 92 | 98 | 99 | 93 | 95 | 93 | 114 | 98 | 95
COc1cc2c(cc1OC)CN(C)C(C)C2 (stereo not given) | 84 | 106 | 101 | 97 | 101 | 93 | 101 | 118 | 94
Cc1cc(C)c(NC2=NCCS2)cc1C | 85 | 103 | 95 | 95 | 109 | 94 | 108 | 107 | 99
Cc1ccc(O)c(Cl)c1 | 87 | 108 | . | 99 | 105 | 87 | 99 | 114 | 98
CN(N=O)C(=O)NC(N)=O | 102 | 109 | 104 | 99 | 104 | 85 | 101 | 113 | 109
NC(=S)Nc1ccccc1 | 111 | 102 | 120 | . | 106 | 95 | 55 | 128 | 113
Cc1c(C)c([N+](=O)[O-])c(C)c(C)c1[N+](=O)[O-] | 94 | 106 | 91 | 105 | 103 | 106 | 107 | 112 | 111

Pulled one by one from the entries so far:
SMILES | A498 | ACHN | CAKI-1 | PC-3 | 786-0 | UO-31 | TK-10 | RXF 393 | SN12C
c1ccc(C2CN2C2CCCCC2)cc1 (stereo not given) | 57 | 104 | 102 | 97 | 102 | 95 | 111 | 102 | 98
Cc1ccc(O)c(Cl)c1 | 87 | 108 | . | 99 | 105 | 87 | 99 | 114 | 98
CCCC(OC(C)=O)P(=O)(OCC)OCC (stereo not given) | 92 | 98 | 99 | 93 | 95 | 93 | 114 | 98 | 95
NC(Cc1cccc(NP(=S)(N2CC2)N2CC2)c1)C(=O)O (stereo not given) | 117 | 94 | . | 98 | 119 | 70 | 123 | 119 | 105
C=C(C)[C@H]1CN[C@H](C(=O)O)[C@H]1CC(=O)O | 104 | 101 | 99 | 102 | 87 | 89 | 104 | 119 | 101

(more compounds)
SMILES | A498 | ACHN | CAKI-1 | PC-3 | 786-0 | UO-31 | TK-10 | RXF 393 | SN12C
COc1cccc(C(Cc2ccccc2)NCCO)c1OC (stereo not given) | 102 | 106 | 98 | 79 | 87 | 86 | 76 | 110 | 99
Cc1cc[n+](C)cc1 | 104 | 116 | 100 | 102 | 105 | 95 | 119 | 105 | 112
CC(c1c[nH]c2ccccc12)N1CCCCC1 (stereo not given) | 113 | 106 | 128 | 103 | 96 | 78 | 111 | 126 | 103
Cn1c(=O)c2ncnnc2n(C)c1=O | 110 | 119 | 99 | 96 | 121 | 91 | 123 | . | 103
CC(=O)O[C@H]1CC[C@H]2[C@@H]3CC=C4c5nc(-c6ccc(Br)cc6)sc5CC[C@]4(C)[C@H]3CC[C@]12C | 90 | 98 | 72 | 92 | 61 | 94 | 106 | 47 | 91
CCOC(=O)/C=C/CP(=O)(OCC)OCC | 81 | 107 | 93 | 100 | 98 | 84 | 112 | 113 | 108
CN(C)c1ccc(C=C2C(=O)NC(=O)NC2=O)cc1 | 58 | 89 | 79 | 105 | 109 | 93 | 109 | 94 | 77
CCCCOP(=O)(CCc1ccccn1)OCCCC | 107 | 102 | 93 | 103 | 101 | 81 | 114 | 105 | 94
Oc1ccc(Cl)cc1Cl | 116 | 102 | 110 | 88 | . | . | 109 | 116 | 101
COC(=O)[C@@H](NC(=O)c1cn(CCC2CCCCC2)c2ccccc12)C(C)C | 90 | 80 | . | 60 | 80 | 44 | 90 | 105 | 77
C=CCc1ccc(OC(=O)Cc2ccccc2)c(OC)c1 | 97 | 110 | 95 | 100 | 99 | 77 | 110 | 110 | 100
CCC(C#N)NC(C)Cc1ccccc1 (stereo not given) | 99 | 101 | 96 | 99 | 101 | 85 | 100 | 108 | 97
O=C(N1c2ccc(F)cc2[C@H]2[C@H]3OO[C@@H](C[C@H]2[C@H]1c1ccccc1F)O3)C(F)(F)F | 105 | 105 | . | 86 | 97 | 76 | 110 | 97 | 99
COc1ccc(OC)c(/C=C/[N+](=O)[O-])c1 | 18 | -68* | -3.5* | -29* | -75* | -82* | -32* | -89* | 16
O=C1CC(=O)NC(=O)N1 | 106 | 96 | 84 | 106 | 97 | 86 | 123 | 143 | 103
Cc1ccc[n+](CCCC[n+]2cccc(C)c2)c1 | 97 | 109 | 110 | 118 | 105 | 111 | 101 | 122 | 113
CCC1C2CC3C4N(C)c5ccccc5C45CC(C2C5O)N3C1O (stereo not given) | 78&112 | 99&98 | 93&112 | 97&89 | 108&105 | 71&91 | 104&84 | 123&113 | 104&100
COc1cc(C2C3=C(CCCC3=O)N(CCO)c3cc4c(cc32)CCC4)cc(OC)c1OC (stereo not given) | 100 | 95 | 64 | 81 | 85 | 68 | 82 | 100 | 93

Single records, from the list above. Screens in order: A498	ACHN	CAKI-1	PC-3	786-0	UO-31	TK-10	RXF 393	SN12C
`CC(C)SP(=S)(SC(C)C)SC(C)C` is listed with 68	104	96	98	96	94	86	97	103
`O=P(Oc1ccc(OP(=O)(N2CC2)N2CC2)cc1)(N1CC1)N1CC1` is listed with 120	.	.	85	103	72	82	112	99

Only part of the results is shown; rates above refer to the full screens.
